High-throughput results: PubChem, several laboratories
Rtt109 Vps75 – inhibitors of Candida albicans Rtt109/Vps75 histone acetyltransferase | Q5AAJ8 | AID 540336 | purified Rtt109/Vps75, ThioGlo CoA-SH fluorescence, 4 h | inhibition, % at 34.9 µM | actives 0.16% (n = 330,000);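 active = inhibition of at least 50% in every replicate; inconclusive = best replicate reaches 50% inhibition but some replicates fall short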
Tat transport – inhibitors of E. coli Tat protein transport; AID 488895; E. coli MC4100 TorA-mCherry Tat export, fluorescence; actives 0.036% (n = 340,000); inhibition, % at 10 µM;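 active = mean replicate inhibition at least 50% and at least half of replicates individually reaching 50%; inconclusive = only one of the two criteria met; inactive = neither criterion met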;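 also: exported cargo escapes ClpAP degradation while cytoplasmic cargo is degraded and loses fluorescence; 0% = median of neutral control wells and 100% = median of NaSCN control wells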
MITF act – activators of MITF-driven TRPM1 promoter activity in SK-MEL-5 cells; activation, % at 12.5 µM; AID 588334; actives 0.75% (n = 300,000); SK-MEL-5 TRPM1-promoter luciferase, 24 h; % of positive control, neutral wells = 0;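 active = mean activation of at least 80% with every replicate also reaching 80%; inconclusive = mean reaches 80% but some replicate falls short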;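 also: 0% = neutral control wells and 100% = parthenolide positive control wells; values of inactives mirror those of a sister screen read the other way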
cardiac RTF act – cardiac RTF calcium sensitization; actives 0.24% (n = 340,000); IANBD-labeled TnC RTF fluorescence at EC20 calcium; 0% EC20 calcium, 100% full calcium; activation, % at 7.2 µM; AID 493008;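 active = activation above the mean over all tested compounds plus 3 SD, cut at about 30% in these data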;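 also: rise in fluorescence read as greater calcium sensitivity of cardiac thin filaments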
CAL PDZ FP-1 – blocks peptide binding to the human CAL PDZ domain; inhibition, % at 24.9 µM; purified CAL PDZ, TMR-peptide fluorescence polarization, 1 h; AID 602252; actives 0.92% (n = 300,000);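 active = mean inhibition of at least 30% with at least half of replicates also reaching 30%; inconclusive = no clear call, values can overlap the other calls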;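 also: 0% = DMSO neutral control and 100% = excess unlabeled competitor peptide PRC23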
dFosB act – enhances mouse delta FosB homodimer DNA binding; actives 0.99% (n = 340,000); activation, % at 25 µM; purified delta FosB, TAMRA-CDK5 oligo fluorescence polarization; percent of positive-control signal above neutral wells;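 active = mean activation above about 17%, with every replicate also reaching it, limit read from the data, passing the limit was not always enough; inconclusive = only one of the two conditions met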;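 also: fluorescence polarization rise as delta FosB binds a TAMRA Cdk5 AP-1 oligo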
Target sequence (P13346 whole entry, looked up): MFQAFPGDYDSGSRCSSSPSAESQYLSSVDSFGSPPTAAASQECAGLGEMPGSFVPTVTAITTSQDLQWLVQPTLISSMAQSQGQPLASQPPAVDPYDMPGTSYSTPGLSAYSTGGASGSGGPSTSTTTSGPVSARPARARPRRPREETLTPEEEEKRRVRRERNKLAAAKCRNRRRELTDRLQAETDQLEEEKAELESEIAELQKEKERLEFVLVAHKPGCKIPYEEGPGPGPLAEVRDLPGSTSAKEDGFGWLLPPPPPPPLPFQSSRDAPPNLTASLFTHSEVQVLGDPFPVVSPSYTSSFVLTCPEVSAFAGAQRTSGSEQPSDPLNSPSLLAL
CDK5 p35 inh – blocks human CDK5/p35 kinase activity; AID 488839; Q00535+Q15078; actives 0.01% (n = 330,000); Recombinant CDK5/p35, ADP-Glo luminescence, 60 min; inhibition, % at 10 µM;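 active = highest replicate inhibition of at least 50% and at least 75% of replicates reaching 50%; inconclusive = only one of the two criteria met; inactive = both criteria failed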;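 also: plate controls were DMSO neutral control for no effect and GW8510 at 10 µM for full effect; many of its hits are not listed in these tables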
Target sequence (Q00535 whole entry, looked up): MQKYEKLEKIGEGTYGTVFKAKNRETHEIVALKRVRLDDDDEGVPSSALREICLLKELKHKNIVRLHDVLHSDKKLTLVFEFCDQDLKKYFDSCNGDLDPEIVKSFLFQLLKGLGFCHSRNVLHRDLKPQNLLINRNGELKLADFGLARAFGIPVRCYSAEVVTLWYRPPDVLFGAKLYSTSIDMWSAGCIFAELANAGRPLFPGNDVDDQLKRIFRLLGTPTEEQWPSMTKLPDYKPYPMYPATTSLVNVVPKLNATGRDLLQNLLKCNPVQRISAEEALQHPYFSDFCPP
Target sequence (Q15078 whole entry, looked up): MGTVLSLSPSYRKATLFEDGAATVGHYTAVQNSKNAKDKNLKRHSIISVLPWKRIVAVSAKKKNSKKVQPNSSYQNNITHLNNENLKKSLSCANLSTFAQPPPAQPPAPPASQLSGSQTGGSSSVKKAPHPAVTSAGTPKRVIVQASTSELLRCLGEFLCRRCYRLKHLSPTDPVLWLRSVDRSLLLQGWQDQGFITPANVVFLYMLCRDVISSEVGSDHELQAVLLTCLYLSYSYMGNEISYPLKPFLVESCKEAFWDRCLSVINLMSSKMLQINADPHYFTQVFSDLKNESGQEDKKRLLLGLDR
Wnt bcat act – activates Wnt/beta-catenin signaling in a reporter cell assay | actives 1.2% (n = 300,000) | activator, plate reader | activation, % at 9.35 µM | AID 743398; in the data active = activation above about 30%, passing the limit was not always enough; inconclusive = no clear call, values can overlap the other calls;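 also: 0% = neutral control wells and 100% = positive control wells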
V-ATPase pHluor – regulators of yeast V-ATPase proton transport | S. cerevisiae, pHLuorin cytosolic pH fluorescence | response, % at 10 µM | actives 0.37% (n = 350,000) | AID 504577; in the data active = response mostly above about 7.3%, no sharp cut-off; inactive = mostly below about 5.4%; also: actives read high; inactives centre near 0; some compounds called inactive have numbers as strong as hits
CAL PDZ FP-2 – human CAL PDZ-peptide interaction inhibition; Q9HD26; purified CAL PDZ, TMR-peptide fluorescence polarization, 1 h; inhibition, % at 20 µM; actives 0.02% (n = 330,000); AID 504414;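 active = highest replicate inhibition of at least 40%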;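 also: plate controls were DMSO neutral control wells for no effect and unlabeled competitor peptide control wells for full effect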
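Read-out basis: mP drop reported as inhibition | Assay system: Tagged CAL PDZ protein CerCALP, purified | Benchmarks: Unlabelled peptide for full inhibition, DMSO wells as neutral | Schedule: 1 h incubation at room temperature before polarization reading | Buffer or medium: Sodium phosphate/NaCl buffer pH 7.4 with TCEP, IgG, Thesit | Doses: Single point, 20 µM | Measured by: Fluorescence polarization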
* hit, by the source's call.

What do the screens show for `COC(=O)Nc1ccc(SCC(=O)c2cccc([N+](=O)[O-])c2)cc1`?
Rtt109 Vps75: 15.6; Tat transport: 2.2; MITF act: -3.4; cardiac RTF act: 1.4; CAL PDZ FP-1: 4.8; dFosB act: -2.1; CDK5 p35 inh: 0.0; Wnt bcat act: 1.7; V-ATPase pHluor: -6.8; CAL PDZ FP-2: -2.4

Results for COc1cc(C(=O)NC(=S)Nc2nc(-c3ccc(F)cc3)cs2)cc(OC)c1OC ?
Rtt109 Vps75: -2.5; Tat transport: 1.2; MITF act: 16.6; cardiac RTF act: -2.8; CAL PDZ FP-1: 5.3; dFosB act: -2.3; CDK5 p35 inh: -2.3; Wnt bcat act: 1.7; V-ATPase pHluor: 0.2; CAL PDZ FP-2: 0.8

How did CCC1CCCCN1CCCn1c(=S)[nH]c2ccccc2c1=O (stereo not given) do in these assays?
Rtt109 Vps75: 11.9; Tat transport: -0.9; MITF act: -14.9; cardiac RTF act: -1.7; CAL PDZ FP-1: -8.0; dFosB act: -1.0; CDK5 p35 inh: -0.8; Wnt bcat act: -4.5; V-ATPase pHluor: 0.3; CAL PDZ FP-2: 0.3

How did Cc1cc(C)c(C)c(OCC(=O)NCCN(C)C)c1 do in these assays?
Rtt109 Vps75: 1.6; Tat transport: -4.7; MITF act: -9.4; cardiac RTF act: 7.0; CAL PDZ FP-1: -4.8; dFosB act: 8.7; CDK5 p35 inh: 1.2; V-ATPase pHluor: 1.6; CAL PDZ FP-2: -1.4

How did Cc1noc(C)c1COc1ccccc1C(=O)NCc1ccco1 do in these assays?
Rtt109 Vps75: 0.9; Tat transport: -1.1; MITF act: -4.2; cardiac RTF act: 2.2; CAL PDZ FP-1: -1.3; dFosB act: 8.0; CDK5 p35 inh: -0.7; Wnt bcat act: 0.6; V-ATPase pHluor: -3.7; CAL PDZ FP-2: 0.6

How did COc1ccc(-n2cnc3c(cnn3CCC#N)c2=N)cc1 do in these assays?
Rtt109 Vps75: 0.9; Tat transport: 2.4; MITF act: 3.3; cardiac RTF act: -0.5; CAL PDZ FP-1: -0.1; dFosB act: 1.3; CDK5 p35 inh: 0.7; V-ATPase pHluor: 2.6; CAL PDZ FP-2: -0.9

What do the screens show for `O=C(O)c1ccc(NC(=O)c2cccc(C(=O)Nc3ccc(C(=O)O)cc3)c2)cc1`?
Rtt109 Vps75: -11.4; Tat transport: -10.3; MITF act: 0.0; cardiac RTF act: -3.9; CAL PDZ FP-1: -1.5; dFosB act: 2.0; CDK5 p35 inh: -1.0; Wnt bcat act: 1.1; V-ATPase pHluor: -3.4; CAL PDZ FP-2: 0.8

How did COc1ccc(Br)c(C(=O)NCCC(C)C)c1 do in these assays?
Rtt109 Vps75: -7.1; Tat transport: -4.1; MITF act: 3.1; cardiac RTF act: -4.4; CAL PDZ FP-1: -4.1; dFosB act: -5.5; CDK5 p35 inh: 1.4; Wnt bcat act: 18.5; V-ATPase pHluor: -2.6; CAL PDZ FP-2: -2.6

Results for COc1ccccc1CNC(=O)C1CCC(CNS(=O)(=O)c2cccc3cccnc23)CC1 (stereo not given) ?
Rtt109 Vps75: 0.1; Tat transport: -1.8; MITF act: 10.5; cardiac RTF act: 0.3; CAL PDZ FP-1: 9.3; dFosB act: 1.0; CDK5 p35 inh: -0.6; Wnt bcat act: 2.8; V-ATPase pHluor: -2.6; CAL PDZ FP-2: -1.3

How did Cn1c(C(=O)NCc2ccccn2)cc2c(=O)n3ccccc3nc21 do in these assays?
Tat transport: 7.9; MITF act: inconclusive; cardiac RTF act: 5.9; CAL PDZ FP-1: -3.8; dFosB act: -2.2; CDK5 p35 inh: -1.5; V-ATPase pHluor: 3.4; CAL PDZ FP-2: -2.9

What do the screens show for `CCCCCCCCNS(=O)(=O)CCNCCc1ccccc1`?
Rtt109 Vps75: 3.6; Tat transport: 8.5; MITF act: -8.9; cardiac RTF act: -0.2; CAL PDZ FP-1: 0.5; dFosB act: -9.3; CDK5 p35 inh: 1.1; Wnt bcat act: -2.0; V-ATPase pHluor: 1.4; CAL PDZ FP-2: -0.8

Results for CC1CN(CCn2cnc3c(N)ncnc32)CC(C)O1 (stereo not given) ?
Rtt109 Vps75: -1.6; Tat transport: 9.5; MITF act: 4.5; cardiac RTF act: 5.4; dFosB act: -1.9; CDK5 p35 inh: -4.0; Wnt bcat act: 4.0; V-ATPase pHluor: 4.8; CAL PDZ FP-2: -1.9

What do the screens show for `Cc1nc(-c2cccc(Cl)c2)n[nH]1`?
Rtt109 Vps75: -3.6; Tat transport: 12.7; MITF act: 10.0; cardiac RTF act: 5.3; CAL PDZ FP-1: -2.5; dFosB act: -3.7; CDK5 p35 inh: -1.3; Wnt bcat act: 5.7; V-ATPase pHluor: 0.9; CAL PDZ FP-2: 0.2

What do the screens show for `Cc1cc([N+](=O)[O-])ccc1NC(=O)Cc1ccc(F)cc1`?
Rtt109 Vps75: 2.2; Tat transport: -7.1; MITF act: -0.7; cardiac RTF act: -3.7; CAL PDZ FP-1: -2.6; dFosB act: -0.1; CDK5 p35 inh: 0.8; Wnt bcat act: -1.5; V-ATPase pHluor: -0.6; CAL PDZ FP-2: -2.8

Results for O=C(COC(=O)c1ccc(O)cc1)Nc1ccc2[nH]c(=O)[nH]c2c1 ?
Rtt109 Vps75: 9.7; Tat transport: -5.7; MITF act: 4.5; cardiac RTF act: -2.3; CAL PDZ FP-1: -4.7; dFosB act: 6.6; CDK5 p35 inh: -1.2; Wnt bcat act: 1.9; V-ATPase pHluor: -3.8; CAL PDZ FP-2: 0.4

How did CCOc1cccc(C2NC(=S)NC(C)=C2C(=O)Nc2ccccc2)c1 (stereo not given) do in these assays?
Rtt109 Vps75: -2.9; Tat transport: -1.4; MITF act: -13.6; cardiac RTF act: -2.6; CAL PDZ FP-1: -3.1; dFosB act: -14.9; CDK5 p35 inh: 0.3; Wnt bcat act: -5.7; V-ATPase pHluor: -2.2; CAL PDZ FP-2: -0.2

What do the screens show for `COC(=O)c1scc(C)c1N/N=C(\C)c1ccc(F)cc1F`?
Rtt109 Vps75: -10.1; Tat transport: -5.1; MITF act: -1.3; cardiac RTF act: 3.2; CAL PDZ FP-1: 10.1; dFosB act: -4.0; CDK5 p35 inh: 1.2; V-ATPase pHluor: -0.4; CAL PDZ FP-2: -0.8

What do the screens show for `CCCCN(C)c1c(N2CCC(C(=O)OCC)CC2)c(=O)c1=O`?
Rtt109 Vps75: -4.1; Tat transport: -0.3; MITF act: -2.4; cardiac RTF act: 1.9; CAL PDZ FP-1: -2.5; dFosB act: 0.6; CDK5 p35 inh: -0.4; Wnt bcat act: -1.3; V-ATPase pHluor: -4.7; CAL PDZ FP-2: -0.5

How did CC(OC(=O)CN1C(=O)c2ccccc2C1=O)C(=O)NC1CCCC1 (stereo not given) do in these assays?
Rtt109 Vps75: -4.1; Tat transport: -5.8; MITF act: -7.1; cardiac RTF act: 0.5; CAL PDZ FP-1: 0.8; dFosB act: -2.7; CDK5 p35 inh: 0.7; Wnt bcat act: 1.5; V-ATPase pHluor: -1.6; CAL PDZ FP-2: -2.6

What do the screens show for `NCCc1nnc(SCC(=O)Nc2cccc(Cl)c2)o1`?
Rtt109 Vps75: 0.4; Tat transport: 4.6; MITF act: -11.3; cardiac RTF act: -1.9; CAL PDZ FP-1: -2.8; dFosB act: 5.6; CDK5 p35 inh: 1.4; Wnt bcat act: 3.3; V-ATPase pHluor: 1.0; CAL PDZ FP-2: -3.1

What do the screens show for `COc1ccc(CNS(=O)(=O)c2ccc(S(=O)(=O)NC3CC3)cc2)cc1`?
Rtt109 Vps75: -10.3; Tat transport: 1.2; MITF act: -16.1; cardiac RTF act: -5.3; CAL PDZ FP-1: -0.2; dFosB act: 0.2; CDK5 p35 inh: -0.7; Wnt bcat act: 7.0; V-ATPase pHluor: 0.9; CAL PDZ FP-2: -3.4

What do the screens show for `Cn1c(=O)c(C(=O)NC2CCCCCC2)c(O)c2ccccc21`?
Rtt109 Vps75: 11.9; Tat transport: 2.5; MITF act: -3.0; cardiac RTF act: -9.9; CAL PDZ FP-1: -2.2; dFosB act: -5.9; CDK5 p35 inh: 0.7; Wnt bcat act: -0.6; V-ATPase pHluor: 7.2; CAL PDZ FP-2: -0.5

What do the screens show for `O=C(NCc1ccco1)c1ccc2ccccc2c1`?
Rtt109 Vps75: -1.3; Tat transport: 13.4; MITF act: 90.4*; cardiac RTF act: -2.3; CAL PDZ FP-1: -2.3; dFosB act: -2.2; CDK5 p35 inh: -1.5; V-ATPase pHluor: -3.6; CAL PDZ FP-2: -1.1

How did Cc1cccc(N(CC(=O)N2CCOCC2)S(C)(=O)=O)c1C do in these assays?
Rtt109 Vps75: 5.6; Tat transport: 3.0; cardiac RTF act: 1.9; CAL PDZ FP-1: 0.8; dFosB act: 3.7; CDK5 p35 inh: -1.4; Wnt bcat act: -2.6; V-ATPase pHluor: 3.0; CAL PDZ FP-2: 12.5

What do the screens show for `COc1ccccc1CC(=O)Nc1cc(C)ccn1`?
Rtt109 Vps75: -3.4; Tat transport: -2.7; MITF act: 5.7; cardiac RTF act: 8.1; dFosB act: -1.7; CDK5 p35 inh: -3.0; Wnt bcat act: 2.1; V-ATPase pHluor: 0.4; CAL PDZ FP-2: 0.7

What do the screens show for `CC(=O)N1CCC(C(=O)Nc2ccc(S(=O)(=O)N3CCC(C)CC3)cc2)CC1`?
Rtt109 Vps75: -5.6; Tat transport: -11.0; MITF act: -13.0; cardiac RTF act: -4.0; dFosB act: -9.9; CDK5 p35 inh: 0.4; Wnt bcat act: -2.0; V-ATPase pHluor: -1.1; CAL PDZ FP-2: -0.7

Results for O=C(c1cc(COc2ccc(F)cc2F)on1)N1CCSCC1 ?
Rtt109 Vps75: 21.1; Tat transport: -2.9; MITF act: 65.4; cardiac RTF act: -0.3; CAL PDZ FP-1: -0.9; dFosB act: -1.8; CDK5 p35 inh: -0.1; Wnt bcat act: 0.2; V-ATPase pHluor: 3.2; CAL PDZ FP-2: -2.5

Results for CCN1CCN(C(CNS(=O)(=O)c2ccc(C)cc2)c2cccnc2)CC1 (stereo not given) ?
Rtt109 Vps75: 5.3; Tat transport: -9.6; MITF act: 17.5; cardiac RTF act: -4.5; CAL PDZ FP-1: -4.7; dFosB act: -5.5; CDK5 p35 inh: 0.4; Wnt bcat act: 0.5; V-ATPase pHluor: -2.0; CAL PDZ FP-2: -0.8

What do the screens show for `CCOC(=O)[C@H]1[C@H]2COc3ccc(Cl)cc3[C@@H]2N2C(=O)CN(Cc3ccc(C)cc3)C(=O)[C@@]12C`?
Rtt109 Vps75: 5.4; Tat transport: 4.2; MITF act: 13.3; cardiac RTF act: -1.3; CAL PDZ FP-1: -0.7; dFosB act: -1.6; CDK5 p35 inh: 1.3; Wnt bcat act: -1.6; V-ATPase pHluor: -1.5; CAL PDZ FP-2: -0.6

What do the screens show for `CCCn1c(N)c(N(CCOC)C(=O)Cc2ccc(S(=O)(=O)N3CCOCC3)s2)c(=O)[nH]c1=O`?
Rtt109 Vps75: 1.9; Tat transport: 0.0; MITF act: 1.3; cardiac RTF act: 1.1; CAL PDZ FP-1: 5.6; dFosB act: -5.1; CDK5 p35 inh: -1.6; Wnt bcat act: 1.6; V-ATPase pHluor: -2.4; CAL PDZ FP-2: -1.2
